PLC-beta3 inh = blocks human PLC-beta3 enzyme activity; Q01970; Purified PLC-beta3, fluorogenic substrate, fluorescence; inhibition, % at 12.2 µM; 370,000 tested, 0.18% active; in the data active = inhibition above about 11%;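 note: 0% = median of compound wells on plate and 100% = full blocker control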
Target sequence (Q01970 whole entry, looked up): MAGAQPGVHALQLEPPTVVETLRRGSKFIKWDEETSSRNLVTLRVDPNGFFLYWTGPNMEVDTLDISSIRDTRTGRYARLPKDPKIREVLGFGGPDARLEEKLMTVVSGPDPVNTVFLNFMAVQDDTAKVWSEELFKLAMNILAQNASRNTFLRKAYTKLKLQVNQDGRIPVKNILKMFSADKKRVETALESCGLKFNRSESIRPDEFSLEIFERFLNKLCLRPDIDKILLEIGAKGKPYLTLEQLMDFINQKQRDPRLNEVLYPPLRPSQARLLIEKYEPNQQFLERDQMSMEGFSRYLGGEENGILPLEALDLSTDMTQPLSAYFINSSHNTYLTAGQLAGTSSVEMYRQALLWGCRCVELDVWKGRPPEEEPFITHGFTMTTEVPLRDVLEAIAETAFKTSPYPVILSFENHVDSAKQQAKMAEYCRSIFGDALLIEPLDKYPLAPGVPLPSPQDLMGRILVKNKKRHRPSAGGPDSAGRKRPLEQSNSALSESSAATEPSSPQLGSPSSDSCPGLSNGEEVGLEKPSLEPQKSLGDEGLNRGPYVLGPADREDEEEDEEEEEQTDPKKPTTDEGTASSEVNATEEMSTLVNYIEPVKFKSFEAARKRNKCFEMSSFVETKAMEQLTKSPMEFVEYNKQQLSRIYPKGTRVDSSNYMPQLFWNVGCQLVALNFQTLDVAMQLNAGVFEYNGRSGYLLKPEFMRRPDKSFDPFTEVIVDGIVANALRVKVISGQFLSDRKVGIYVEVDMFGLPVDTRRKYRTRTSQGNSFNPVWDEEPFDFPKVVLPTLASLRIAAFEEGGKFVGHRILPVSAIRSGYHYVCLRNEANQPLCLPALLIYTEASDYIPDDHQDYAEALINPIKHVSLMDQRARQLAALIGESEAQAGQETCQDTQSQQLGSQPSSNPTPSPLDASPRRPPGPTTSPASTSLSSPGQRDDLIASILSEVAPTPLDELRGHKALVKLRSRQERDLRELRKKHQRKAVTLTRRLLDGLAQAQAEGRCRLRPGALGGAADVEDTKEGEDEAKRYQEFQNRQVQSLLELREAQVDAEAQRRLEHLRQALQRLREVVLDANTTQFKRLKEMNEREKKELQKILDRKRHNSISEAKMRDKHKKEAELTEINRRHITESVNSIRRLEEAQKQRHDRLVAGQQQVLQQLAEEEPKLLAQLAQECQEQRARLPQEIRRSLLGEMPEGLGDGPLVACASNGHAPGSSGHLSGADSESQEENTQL
Rev-erbA mod = modulates human Rev-erb alpha binding to DNA. AID 1259318. activity, % at 10 µM. 370,000 tested, 0.79% active. Rev-erbα–FITC-DNA binding, fluorescence polarization, 90 min;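 active = activity above about 14%, limit read from the data; passing the limit was not always enough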;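 note: 0% = DMSO wells with 35 nM protein and 100% = DMSO wells with 750 nM protein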
hcDAF12 agonist = activates DAF-12 receptor from parasite H. contortus | HEK293 hcDAF-12 lit1-tk-luc reporter, luminescence; 0% DMSO, 100% Δ7-dafachronic acid | activation, % at 6.8 µM | 370,000 tested, 1.4% active | AID 652067;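 active = activation above the mean of all tested compounds plus 3 SD, cut at about 5.5% in these data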;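 note: 100% = response to 3 µM Δ7-dafachronic acid high control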
SMARCA2 act = activators of SMARCA2 function; 370,000 tested, 1% active; activation, % at 9.1 µM; MG213 cells, MMTV-luciferase reporter, dexamethasone, overnight; AID 652017; in the data active = activation above about 7.8%;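 note: 0% = vehicle wells and 100% = reference activator wells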
HGIII-sPLA2 inh = Inhibits HGIII-sPLA2 liposome hydrolysis, primary screen; Q9NZ20; QFRET BODIPY PC-A2 liposome hydrolysis, fluorescence; inhibition, % at 12.2 µM; 370,000 tested, 0.56% active; AID 743126;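 active = inhibition above mean plus 3 SD of compounds lying within the high and low control bounds, cut at about 19% in these data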;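 note: 0% = median of test compound wells and 100% = no enzyme DMSO wells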
PG9 binder = binds the HIV-1 gp120 antibody PG9; TR-FRET gp120-PG9 antibody binding; inhibition, % at 6.7 µM; 360,000 tested, 0.43% active; AID 624416; in the data active = inhibition above about 8.5%
GAA850 FXN act = frataxin GAA850 promoter activation; HEK293 lucGAA850 FXN promoter luciferase reporter, 24 h; percent of 10 µM SAHA response; activation, % at 6 µM; 360,000 tested, 0.56% active; AID 540364;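 active = activation above the average of all compounds screened plus 3 SD, cutoff fixed separately per campaign, cut at about 7.5% in these data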;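 note: 0% = DMSO wells and 100% = 10 µM SAHA wells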
DAX1 inh-1 = blocks DAX1 repression of SF-1 activated StAR promoter | inhibition, % at 6.8 µM | 370,000 tested, 1.1% active | AID 652010 | HEK293T StAR-luciferase reporter, SF-1/DAX-1 repression relief;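 active = inhibition above the mean over all tested compounds plus 3 SD, cut at about 3.6% in these data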;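 note: 0% = DAX-1 cells with DMSO and 100% = cells lacking DAX-1 with DMSO; higher inhibition means more luminescence from relief of DAX-1 repression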
DAX1 inh-2 = inhibits human nuclear receptor DAX1 | P51843 | HEK293 Gal4-DAX1 luciferase reporter, luminescence | inhibition, % at 6.75 µM | 340,000 tested, 0.99% active | AID 504766;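 active = inhibition above the mean over all tested compounds plus 3 SD, cut at about 4.2% in these data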;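 note: 0% = DAX1-transfected cells with DMSO and 100% = empty-vector control cells with DMSO; inhibition shows as a rise in luminescence from relieved DAX1 repression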
ssDAF-12 act = S. stercoralis DAF-12 activation, primary screen; HEK293 ssDAF-12/GRIP1 lit1-tk-luc reporter, luminescence; % of 3 µM dafachronic acid response; activation, % at 6.8 µM; 370,000 tested, 1% active;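 active = activation above the mean over all tested compounds plus 3 SD, cut at about 0.9% in these data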;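 note: 0% = DMSO-only wells and 100% = 3 µM delta7-dafachronic acid wells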
hgDAF12 agonist = hgDAF-12 agonism, primary luciferase screen; AID 687014; HEK293 GAL4-hgDAF12 UAS-luciferase reporter, agonist luminescence; normalized to butyrate control; activation, % at 6.8 µM; 370,000 tested, 1.8% active;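 active = activation above a cutoff set at the mean of all screened compounds plus 3 SD, cut at about 10% in these data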;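 note: 0% = DMSO wells and 100% = sodium butyrate wells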
The depositor's hits bear a star; i = inactive; · = not tested or not shown.

SMILES | PLC-beta3 inh | Rev-erbA mod | hcDAF12 agonist | SMARCA2 act | HGIII-sPLA2 inh | PG9 binder | GAA850 FXN act | DAX1 inh-1 | DAX1 inh-2 | ssDAF-12 act | hgDAF12 agonist
Nc1[nH]c(C(=O)c2ccccc2)c(-c2ccc3ccccc3c2)c1C(=O)NCCc1ccc(Cl)cc1 | -17 | 0 | -2.5 | · | 17 | · | · | · | · | -1.6 | 6.0
COc1ccc(-n2c(=S)[nH]c3cc(C(=O)N4CCN(c5ccccc5)CC4)ccc3c2=O)c(OC)c1 | -7 | 2 | 0.2 | 0 | 4 | -0.7 | -0.1 | 0.7 | 0.4 | -0.6 | 2.0
CCOC(=O)COc1ccc(N)cc1CC(NC(C)=O)(C(=O)OCC)C(=O)OCC | 0 | -2 | -1.6 | 6 | 3 | -2.9 | 4.3 | -1.0 | -0.9 | -0.7 | 0.1
Cc1cccc(Nc2nc(NCCCN3CCOCC3)nc(N)c2[N+](=O)[O-])c1 | 4 | -2 | -2.4 | -2 | 5 | 2.2 | -2.6 | -0.2 | -1.5 | -1.4 | -0.5
O=S(=O)(c1ccc(F)cc1)N1CCN(C(=S)NCCc2ccccc2)CC1 | -12 | -1 | -1.6 | -2 | -7 | -2.0 | -1.5 | -0.6 | -0.6 | -1.3 | -1.2
COc1cc(-n2c(=O)c3ccccc3n(CC(=O)c3ccccc3)c2=O)cc(OC)c1OC | -6 | 4 | -1.7 | -4 | -1 | 0.1 | 1.3 | -0.5 | 2.1 | -0.7 | -0.9
Cc1ccc(OC(=O)c2cc3ccccc3o2)cc1 | -2 | 1 | -0.7 | -3 | 6 | 1.2 | 0.6 | 0.3 | 0.6 | -1.4 | -2.0
Nc1ncnc2c1ncn2[C@@H]1O[C@H](C(=O)N2CCCN(Cc3ccccc3F)CC2)[C@@H](O)[C@H]1O | 2 | 7 | -2.0 | 1 | 5 | 0.9 | · | -0.5 | · | -1.2 | -1.1
CC(C)c1ccc(OC(=O)c2cccc(S(=O)(=O)N3CCN(C)CC3)c2)cc1 | -1 | 3 | -1.0 | 2 | -16 | -0.9 | -1.0 | -1.7 | 0.4 | -1.2 | -1.6
Cn1cccc1C(=O)NC(=O)COC(=O)c1ccccc1Sc1ccccc1C#N | 2 | 12 | 0.6 | -2 | -6 | -0.9 | 0.0 | -0.3 | 2.7 | -0.7 | -0.3
Cc1ccc(NC(=O)c2ccccc2NS(=O)(=O)c2ccc(F)cc2)cc1S(=O)(=O)N1CCCCC1 | -49 | 1 | -4.5 | -8 | -74 | -0.8 | -3.5 | -2.5 | -3.3 | -2.7 | -6.7
Cc1ccccc1C(=O)Nc1cccc(NC(=O)c2cccnc2)c1 | -5 | 1 | 1.8 | -2 | -4 | -1.7 | 0.2 | 0.0 | 0.7 | -0.8 | 0.6
O=C1C(SC(F)(F)C(F)F)=C(C(F)(F)F)OC2C3C=CC(C3)C12 (stereo not drawn) | -1 | -4 | -1.3 | -1 | -8 | -0.3 | -1.9 | -0.7 | -0.3 | -1.3 | -2.2
O=C(O)CSC1CC(=O)N(c2ccc(Br)cc2)C1=O (stereo not drawn) | 0 | 1 | -0.6 | 0 | -1 | -1.3 | 2.8 | 0.1 | 0.1 | -1.0 | 1.9
CCCn1nc2cc(C(=O)NCc3ccc4c(c3)OCO4)ccc2c1OCC | i | -6 | -1.4 | 0 | -3 | 0.0 | -1.5 | 0.1 | -0.4 | -1.3 | -2.0
CCc1ccc2[nH]c(=O)c(C(c3nnnn3CCOC)N3CCN(c4ccc(F)cc4)CC3)cc2c1 (stereo not drawn) | -6 | -2 | 1.3 | 0 | -9 | 1.8 | 1.2 | 0.0 | -0.7 | -1.2 | 0.1
O=C(Nc1ccc(Br)cc1)/C(=C/c1cccc([N+](=O)[O-])c1)NC(=O)C1CCCCC1 | 1 | -1 | -1.3 | -1 | 7 | -1.1 | -4.0 | 0.4 | 0.9 | -0.6 | -0.7
Cc1ccc(NC(=O)CSCC(=O)NNC(=O)c2nn(C)c(=O)c3ccccc23)cc1 | -9 | 0 | 1.0 | -1 | 6 | -2.7 | 0.5 | -1.0 | -0.7 | 0.5 | -3.0
Cc1ccccc1-n1nnnc1SCC(=O)Nc1ccc(S(=O)(=O)N2CCCC2)cc1 | 4 | 1 | -1.4 | 3 | 0 | 0.9 | -1.4 | -1.2 | -1.2 | -0.8 | 0.2
O=C(COc1ccccc1)Nc1ccc2c(c1)nc1n2CCSC1 | -61 | -3 | -0.5 | 7 | 2 | -0.7 | 4.5 | 1.0 | 2.2 | -0.3 | 4.1
Cc1ccc(S(=O)(=O)NNC(=O)Nc2cccc(C)c2C)c(C)c1 | -10 | -2 | -1.1 | -1 | -4 | 1.8 | -2.2 | -1.0 | -0.8 | -0.7 | -3.6
Cc1ccccc1C(=O)OCc1nnc(-c2ccc(Cl)cc2)o1 | -3 | -9 | -0.9 | -2 | -2 | 0.0 | 0.2 | 0.2 | 1.2 | -1.2 | 1.5
CC1(C)Cc2ccccc2C(/C(=N/O)C(N)=O)=N1 | 5 | -4 | -3.1 | -3 | -6 | -0.4 | -0.2 | 0.6 | -0.5 | -1.0 | 1.7
O=C(NC1=NCCS1)c1cc(Cl)ccc1Cl | -2 | 2 | -0.3 | 5 | 3 | 1.2 | -0.6 | 0.0 | -1.0 | -0.7 | -1.1
COC(=O)c1nn(-c2nc(-c3cccc(OC)c3)cc(C(F)(F)F)n2)cc1[N+](=O)[O-] | -9 | -6 | -0.6 | -1 | 5 | -0.5 | 1.7 | -0.2 | 0.4 | -1.7 | 4.8
Cc1ccc(S(=O)(=O)NC(=O)Nc2nnc(C3CC3)s2)cc1 | 3 | 1 | 0.9 | 0 | 0 | 0.7 | -0.6 | 0.2 | 3.0 | -1.2 | -1.4
COc1ccccc1-n1c(SCC(=O)O)nnc1-c1ccc(S(=O)(=O)N2CCCCC2)cc1 | -1 | -1 | 1.6 | 1 | -5 | -0.5 | 0.8 | -0.3 | -0.5 | -0.8 | -3.2
COc1ccc2[nH]c3c(c2c1)CCN1C(=O)C(CC(=O)NC(C)(C)C)C[C@H](C(=O)N2CCCCC2)[C@@]31C (stereo partly drawn) | 0 | 1 | 0.1 | -6 | -5 | 1.7 | -1.1 | 1.3 | -0.1 | -1.3 | -0.3
CC1CCN(C(=O)CN(C)S(=O)(=O)c2cccc3nsnc23)CC1 | 3 | -3 | 0.7 | 1 | 1 | -1.5 | 0.4 | 0.5 | 0.2 | -1.2 | -1.4
Cc1ccc(NC(CC(=O)c2ccccc2)C(=O)O)cc1Cl (stereo not drawn) | -12 | -3 | 5.6* | 3 | -5 | 2.4 | 3.7 | 4.2* | 5.4* | 0.5 | 16*
Cc1c(Cl)cccc1NC(=S)NC1CCN(Cc2ccccc2)CC1 | 2 | -1 | -1.7 | -4 | -1 | -1.0 | -1.4 | 0.0 | -0.4 | -1.6 | -3.1
COc1cc(NS(=O)(=O)c2ccc(NS(=O)(=O)c3ccccc3)cc2)nc(OC)n1 | -3 | 4 | -1.6 | 3 | -9 | -2.0 | 1.2 | -0.3 | -0.1 | -0.9 | 0.8
Cc1nc(N2CCOCC2)nc(OC(C)C)c1[N+](=O)[O-] | 3 | -4 | -1.1 | 1 | -6 | -0.8 | 4.0 | -0.2 | 0.5 | -1.1 | -3.3
CCN(CC)C(=O)c1cccc(-c2csc(C(NC(C)=O)c3cccc(OC)c3)n2)c1 (stereo not drawn) | -6 | 3 | -0.3 | -1 | -8 | 3.0 | -1.3 | -1.5 | · | -1.4 | -3.2
Cc1nnc(SCCn2c(N3CC(C)CC(C)C3)nc3c2c(=O)n(C)c(=O)n3C)s1 (stereo not drawn) | -1 | 2 | 0.1 | 0 | 8 | 0.6 | 1.5 | 0.3 | 0.8 | -1.2 | 0.0
O=C(NN1C(=O)NC2(CCCCC2)C1=O)c1ccc(-c2ccc(Cl)cc2)o1 | -26 | 1 | -2.2 | -2 | 0 | -0.4 | 0.3 | -0.9 | -1.2 | -1.2 | 1.2
COc1cc(NC(=O)c2ncn[nH]2)cc(OC)c1OC | 2 | 1 | -0.5 | -1 | 0 | -0.7 | 1.5 | -0.7 | 0.0 | -0.7 | 3.9
COc1ccc(OC)c(CN2C(=O)CSCC2(C)C(=O)NC(C)C)c1 (stereo not drawn) | 1 | 0 | -1.1 | 0 | 0 | 1.0 | · | -1.8 | · | -0.7 | 1.1
OCCCn1c(CCNc2nc(-c3ccc(Cl)cc3)cs2)nc2cc(C(F)(F)F)ccc21 | 3 | -4 | -0.8 | 1 | -2 | 0.7 | 2.0 | -0.6 | 1.3 | -0.8 | -0.3
S=C(SSC(=S)N1CCOCC1)N1CCOCC1 | 3 | -1 | 0.8 | 1 | 4 | -0.8 | · | -0.7 | · | -1.4 | 0.3
COc1ccc(CNC(=O)c2ccc(Br)s2)cc1OC | -5 | -1 | 1.1 | -2 | -3 | -0.7 | 1.8 | -2.6 | -0.8 | -1.1 | -4.0
Cc1cccc[n+]1CC(=O)c1ccc(Cl)cc1 | -8 | -6 | -1.0 | 0 | -1 | 1.4 | 1.1 | -0.1 | 1.0 | -1.1 | 1.7
CN1C(=O)c2cc(NC(=O)c3ccc(F)cc3)ccc2OC[C@H]2O[C@H](CC(=O)NC3CCC3)CC[C@H]21 | 2 | 0 | -0.4 | -2 | 2 | · | · | 1.9 | · | -0.7 | 1.3
CCN1C(=O)CC(N2CCOCC2)C1=O (stereo not drawn) | 6 | -1 | 2.2 | 0 | -3 | 0.7 | 1.2 | -0.4 | -1.1 | -1.1 | 1.5
CCOC(=O)N1CCC(NC(=O)CCc2ccccc2)CC1 | -4 | -2 | -0.9 | -1 | 8 | 2.9 | 0.7 | -0.6 | 0.3 | -1.3 | -1.1
O=C(NCc1ccco1)c1cccc(N2CCCC2=O)c1 | 2 | 0 | -2.0 | 1 | 4 | -1.7 | -0.3 | -0.1 | 0.7 | -1.0 | -0.3
C/C(N)=C(/C#N)C(=O)CSc1nc2ccccc2n1CC(C)C | -4 | 1 | -0.4 | -5 | -14 | -2.9 | 1.6 | 0.6 | 0.1 | -0.8 | -1.2
O=C(CSc1nnc(Cc2ccc(Cl)cc2)o1)Nc1ccccc1 | -8 | -3 | -0.5 | -3 | -1 | 1.9 | 0.2 | 0.9 | 0.1 | -0.9 | 2.4
O=C(NCc1cccnc1)C1CCCN(Cc2cnn(-c3ccccc3)c2-n2cccc2)C1 (stereo not drawn) | -2 | -5 | 0.7 | -1 | -6 | -1.4 | 2.0 | -0.4 | 0.4 | -0.6 | -2.2
COc1ccc(NC(=O)CCCNC(=O)Cn2cnc3sc(C)c(C)c3c2=O)cc1OC | -9 | -1 | -2.4 | -3 | 6 | -0.6 | -0.8 | -0.4 | 1.1 | -0.8 | -1.2

Assay outcomes: PubChem BioAssay, several laboratories
